Source: PubChem BioAssay
PME-1 inh: PME-1 (human) inhibition | Q9Y570 | recombinant PME-1, FP-Rh probe fluorescence polarization | inhibition, % at 5.9 µM | 320,000 tested, 0.53% active;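 active means inhibition above the campaign mean of all compounds plus 3 SD, cut at about 26% in these data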;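 further: competitive labeling of PME-1 active site by serine hydrolase directed probe; 0% = PME-1 with DMSO and 100% = wells lacking PME-1 enzyme; inhibitors block probe labeling so polarization falls and inhibition rises; many of its hits are not listed in these tables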
Target sequence (Q9Y570 whole entry, looked up): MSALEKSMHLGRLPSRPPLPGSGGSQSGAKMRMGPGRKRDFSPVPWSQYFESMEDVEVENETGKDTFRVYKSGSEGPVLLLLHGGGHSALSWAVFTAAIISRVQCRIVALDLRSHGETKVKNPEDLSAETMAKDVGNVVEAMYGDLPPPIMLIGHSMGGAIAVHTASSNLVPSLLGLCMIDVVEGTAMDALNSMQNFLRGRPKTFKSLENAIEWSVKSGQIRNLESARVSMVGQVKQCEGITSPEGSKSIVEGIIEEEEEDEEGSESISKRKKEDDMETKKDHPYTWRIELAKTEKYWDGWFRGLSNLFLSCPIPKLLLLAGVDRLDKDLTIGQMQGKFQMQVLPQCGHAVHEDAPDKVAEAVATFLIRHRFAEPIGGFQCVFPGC
GLD-1 RNA inh: GLD-1-TGE RNA interaction inhibition (C. elegans) | Q17339 | purified GLD-1 + fluorescein TGE RNA, fluorescence polarization | inhibition, % at 5.96 µM | 320,000 tested, 0.44% active;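 active means percent inhibition above a per-plate cutoff, the plate mean of test compounds plus 3 SD, cut at about 30% in these data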;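 further: 0% = DMSO wells with GLD-1 and probe and 100% = wells lacking GLD-1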
MCL1 BIM primary: inhibitors of human MCL1 binding to BIM-BH3 peptide; Q07820; GST-MCL1 / FITC-Bim-BH3 fluorescence polarization; inhibition, % at 10.9 µM; 320,000 tested, 0.68% active; AID 2057;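 active means inhibition above the mean inhibition of all tested compounds plus 3 SD, set per campaign, cut at about 40% in these data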;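 further: 0% = DMSO wells and 100% = unlabeled Bim-BH3 peptide control; higher means more loss of mP so more displacement of Bim peptide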
Target sequence (Q07820 whole entry, looked up): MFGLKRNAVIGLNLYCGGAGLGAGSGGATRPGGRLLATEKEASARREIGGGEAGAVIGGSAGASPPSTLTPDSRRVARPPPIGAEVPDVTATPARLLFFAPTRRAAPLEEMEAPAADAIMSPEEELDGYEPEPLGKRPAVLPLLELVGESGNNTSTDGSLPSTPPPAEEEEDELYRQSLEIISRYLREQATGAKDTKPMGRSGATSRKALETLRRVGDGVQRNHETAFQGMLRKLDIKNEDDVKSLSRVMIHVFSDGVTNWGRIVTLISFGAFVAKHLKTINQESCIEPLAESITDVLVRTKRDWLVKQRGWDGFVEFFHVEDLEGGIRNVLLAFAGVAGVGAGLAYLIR
Bcl-xL primary: Bcl-xL (human) inhibition; Q07817; GST-Bcl-xL / FITC-Bim BH3 peptide fluorescence polarization; inhibition, % at 10.9 µM; 320,000 tested, 0.7% active; AID 2129;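 active means inhibition above the mean of all tested compounds plus 3 SD, cutoff set per campaign, cut at about 30% in these data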;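 further: 0% = DMSO wells and 100% = unlabeled Bim-BH3 peptide competitor; inhibitors lower millipolarization by displacing the labeled peptide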
Target sequence (Q07817 whole entry, looked up): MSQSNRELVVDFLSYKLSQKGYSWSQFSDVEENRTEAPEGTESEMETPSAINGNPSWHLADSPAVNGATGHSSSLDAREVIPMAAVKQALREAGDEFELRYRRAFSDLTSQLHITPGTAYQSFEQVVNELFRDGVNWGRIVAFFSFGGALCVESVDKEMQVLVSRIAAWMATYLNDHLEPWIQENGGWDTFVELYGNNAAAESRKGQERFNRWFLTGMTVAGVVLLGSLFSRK
VLA-4 inh: inhibition in a human VLA-4 binding assay; P13612; VLA-4 expressing cells, ligand binding flow cytometry; inhibition, % (about 7 µM as worked out from the volumes in the protocol); 330,000 tested, 0.2% active; AID 2557; in the data active means inhibition above about 50%
Fam108B counter: blocks mouse Fam108B hydrolase in RBBP9 counter-screen; inhibition, % at 9.51 µM; recombinant Fam108B, FP-Rh probe fluorescence polarization; 300,000 tested, 0.33% active;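 active means inhibition above the screen mean inhibition plus 3 SD, computed separately per campaign, cut at about 18% in these data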;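 further: inhibitors lower polarization as less probe binds the enzyme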
GRK2 aptamer HTS: human GRK2 inhibition via aptamer displacement; P25098; bead flow cytometry, FAM-aptamer displacement from GRK2; 330,000 tested, 0.59% active; inhibition of aptamer binding, % at 10 µM;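 active means inhibition of aptamer binding above 40%, roughly 3 SD of noise, on plates passing a quality check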;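 further: median bead fluorescence of bound FAM aptamer so fluorescent compounds give negative values; no value below 0 was filed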
Efflux pump inh: inhibitors of Candida antifungal efflux pumps expressed in yeast; S. cerevisiae Candida pump triplex, Nile Red efflux; inhibition, % at 10 µM; 330,000 tested, 0.44% active;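 active means plate passing quality check with inhibition over a set limit, or well fluorescence over plate mean plus 4 SD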;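 further: Nile Red retained in pooled yeast measured as flow cytometry median fluorescence; 0% = buffer negative control and 100% = Enniatin B positive control; higher means more Nile Red kept so more efflux inhibition; some compounds called inactive have numbers as strong as hits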
MEX-5 binding: C. elegans MEX-5 TCR-2 RNA binding activity; Q9XUB2; MEX-5/FITC-TCR2 RNA binding, fluorescence polarization; stronger effect = lower value; activity score (negative = inhibition of binding), % at 10 µM; 300,000 tested, 0.38% active;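 active means inhibition past about -25% in most replicates, and total fluorescence under double the plate's negative control median, limit read from the data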;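 further: 0% = DMSO and -100% = 5 µM competing unlabeled TCR2 RNA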
* hit, by the source's call; . = not tested or not shown.

Values run as follows: PME-1 inh	GLD-1 RNA inh	MCL1 BIM primary	Bcl-xL primary	VLA-4 inh	Fam108B counter	GRK2 aptamer HTS	Efflux pump inh	MEX-5 binding
> NC(=O)/C(=C\c1ccccc1)NC(=O)/C=C/c1ccccc1
  0	5	-8	2	2	4	0	-0.1	1.2
> CC1=C(C(=O)Nc2cccc(C)c2C)C(c2cccs2)NC(=S)N1 (stereo unspecified)
  -1	11	6	6	-15	0	1	0.0	-1.7
> CCn1c(SCC(=O)N/N=C/c2ccccc2OCC(=O)O)nnc1-c1ccc(C)cc1
  2	-1	-4	-6	-16	0	0	-0.1	2.5
> CCCCCCCCN1[C@@H](CC(=O)OC)c2cc(C(F)(F)F)ccc2S1(=O)=O
  -5	4	1	-1	38	0	7	0.0	2.3
> COc1c(S(=O)(=O)N2CCN(C)CC2)ccc(Cl)c1Cl
  -3	8	-3	-4	1	-2	1	0.0	-2.6
> COc1cc(OC)cc(C(=O)OCC(=O)Nc2ccc(N3CCCCC3)cc2)c1
  -2	-4	-20	-4	3	3	0	0.1	1.1
> CC(=O)Nc1ccc(S(=O)(=O)NNC(=O)COc2cccc(C)c2)cc1
  0	-6	2	-4	10	5	2	0.1	0.7
> CCNS(=O)(=O)c1ccc(CCC(=O)Nc2ccc3c(c2)OCCO3)cc1
  4	-1	2	2	0	0	0	0.2	1.0
> CN(C)c1ccc(C2SCCN2C(=O)c2ccc([N+](=O)[O-])cc2)cc1 (stereo unspecified)
  2	6	12	8	10	3	0	0.3	1.0
> C=CCSc1cc(C)nc2c(-c3ccc(Cl)cc3)c(C)nn12
  1	5	2	3	10	-2	0	0.1	1.0
> Cn1cc(/C=C(\NC(=O)c2ccccc2Cl)C(=O)N2CCOCC2)c2ccccc21
  -12	-6	-1	0	-3	1	0	0.1	1.2
> NC(=O)C1CCN(C(=O)CSCc2ccccc2Cl)CC1
  4	0	0	1	0	3	0	0.0	0.5
> O=c1[nH]ncn2cccc12
  5	-8	-13	-14	-4	-6	3	0.4	-1.7
> CCCC(=O)Nc1nnc(-c2ccc3c(c2)OCO3)s1
  0	4	5	6	0	-5	1	0.1	-4.4
> O=C(NCc1ccccc1)C1CCCN(c2nc3ccsc3c(=O)s2)C1 (stereo unspecified)
  1	8	4	2	5	-1	0	-0.2	0.1
> COc1cc2c(OC)cccc2cc1C(=O)O
  3	2	-4	3	11	-2	1	0.0	-0.2
> CCOC(=O)C1CCCN(Cc2nc(C3CC3)no2)C1 (stereo unspecified)
  0	3	4	4	-2	1	2	0.0	1.5
> C=CCN(C(=O)c1csnn1)C(C(=O)NCc1ccc(F)cc1)c1ccccc1F (stereo unspecified)
  0	0	1	0	-6	6	0	-0.1	1.9
> COCCNC(=S)NNc1ccccc1[N+](=O)[O-]
  10	4	11	-3	5	5	1	-0.2	-0.7
> CC1CN(c2ccc([N+](=O)[O-])nc2)CC(C)O1 (stereo unspecified)
  1	-9	0	1	0	3	0	0.2	0.9
> CCO[C@H]1OC(C(N)=O)=C[C@@H](c2ccccc2)[C@@H]1CCCO
  -1	6	2	6	.	0	.	.	-0.7
> Cc1ccccc1OCCN1CCCC1
  0	4	7	1	13	-2	0	0.1	-0.5
> O=C(O)Cn1c2c(c3ccccc31)CSc1ccc(Cl)cc1-2
  -2	0	25	20	9	2	3	0.0	-2.4
> COc1c(C)cc(Br)cc1C(=O)Nc1ccc(C)cc1[N+](=O)[O-]
  7	-5	-1	-1	20	0	0	0.1	0.5
> N#CC1=C(SCC(=O)c2ccc(Cl)cc2)NC2=C(C(=O)CCC2)C1c1ccco1 (stereo unspecified)
  14	4	8	8	-4	6	1	0.1	1.9
> Cn1cc(C(=O)NC2CCCCC2)c(=O)c2cc(S(=O)(=O)N3CCCC3)ccc21
  4	6	1	-1	1	1	1	0.1	3.4
> COc1ccccc1CNC(=O)CCN=C1NS(=O)(=O)c2ccccc21
  -1	3	1	1	15	.	0	0.1	.
> O=C(CCS(=O)(=O)Cc1ccc(Cl)cc1)NCCc1ccccc1
  -9	5	-1	3	-3	3	0	-0.1	-0.5
> CCCCN(CCCC)C(=O)CCS(=O)(=O)c1ccc2c(c1)n(C)c(=O)c(=O)n2C
  5	-4	8	7	8	-1	0	0.0	-0.1
> O=C(CCS(=O)(=O)c1ccc(Br)s1)NCc1cccs1
  -10	-8	9	6	-1	0	1	0.0	2.5
> O=C(CCn1cccc1)NCc1ccc(Cl)cc1
  3	-3	-1	1	4	-2	0	-0.1	-0.2
> CN(C)CCCN1C(=O)C(O)=C(C(=O)c2cc3ccccc3o2)C1c1ccccc1 (stereo unspecified)
  -2	-3	0	5	11	2	3	0.0	-0.7
> COc1ccc(CCn2c(N)c(C(=O)NCc3ccco3)c3nc4ccccc4nc32)cc1
  17	-1	2	3	6	3	0	0.0	-0.9
> CC(CCc1ccccc1)NC(=O)CN(C)Cc1ccc(F)cc1 (stereo unspecified)
  4	-2	-5	-3	14	0	0	-0.1	0.1
> CCOC(=O)C1CCCN(C2=NC(=O)/C(=C/c3ccc(OC)cc3)S2)C1 (stereo unspecified)
  -3	-2	3	6	30	1	1	0.0	-1.0
> Cc1nc2c(C)cccc2c2c1CCN2c1ccccc1F
  -2	4	3	3	6	2	0	-0.2	0.6
> C/C(CC(=O)Nc1cc(C)ccn1)=N\NC(=O)c1ccc(C(C)(C)C)cc1
  4	6	1	4	0	-2	1	-0.1	0.0
> COc1ccc([C@H]2CC(=O)C=C(c3ccc(Cl)c(C(F)(F)F)c3)C2)cc1
  -12	8	-1	-3	18	.	0	0.0	.
> COc1cccc(N2CCN(c3ccc4nnc(CCC(=O)N5CCC(C)CC5)n4n3)CC2)c1
  0	4	1	3	-13	0	0	0.5	-1.5
> COc1cc(NC(=O)[C@H]2CSCN2C(=O)[C@@H]2CCC(=O)N2)cc(OC)c1OC
  -10	0	4	7	-23	5	3	-0.3	-1.5
> COc1ccc(NS(=O)(=O)c2ccc(F)c(F)c2F)cc1S(=O)(=O)N1CCOCC1
  -5	3	1	-1	11	.	0	-0.2	.
> CCOC(=O)CN(C(=O)CNC(=O)c1ccco1)C(C(=O)NC1CCCCC1)c1cccc(OC)c1 (stereo unspecified)
  -7	10	-2	6	1	-2	0	0.1	-0.3
> CCCCC(=O)Nc1ccc(C(=O)Nc2ccc3c(c2)OCO3)cc1
  -4	7	-4	-2	8	-3	4	0.2	1.4
> NC(=O)C1CCN(C(=O)CCSCc2ccccc2)CC1
  -1	-1	-1	-2	4	4	1	-0.2	-1.8
> COCCN(C(=O)COC(=O)CCOc1ccccc1)c1c(N)n(Cc2ccccc2)c(=O)[nH]c1=O
  5	-1	-7	-9	11	1	3	0.1	-4.6
> O=C(Nc1cccc(Cl)c1)NC1CC2CCC(C1)N2Cc1cccs1 (stereo unspecified)
  -4	-2	1	5	14	3	0	0.1	1.2
> CCOC(=O)C(C(=O)OCC)C1CCS(=O)(=O)C1 (stereo unspecified)
  6	-1	-1	-5	11	0	0	0.1	1.3
> CC1CC(C)(C)CC2(C1)NC(=O)N(CC(=O)NCC(c1ccco1)N1CCCCC1)C2=O (stereo unspecified)
  2	3	-4	-6	-6	2	0	-0.1	-2.2
> COc1ccccc1NC(=O)C1=C(C)NC(=O)NC1c1ccc(C)cc1 (stereo unspecified)
  -1	-2	3	4	-9	-1	3	0.1	.
> CCCNC(=O)c1c(N)n(-c2ccc(S(N)(=O)=O)cc2)c2nc3ccccc3nc12
  -3	-4	-6	-5	-1	-10	0	-0.1	-0.6
> Cn1nc(C(=O)NNC(=O)COc2ccccc2)c2ccccc2c1=O
  3	-5	9	0	32	-2	1	0.1	-12
> CC(C)C(C)NC(=O)CN1C(=O)NC2(CCCCCC2)C1=O (stereo unspecified)
  -1	-5	3	-5	-1	-3	6	0.3	0.9
> Cc1cc2nc(-c3ccc(SCc4ccccc4C#N)nc3)[nH]c2cc1C
  -30	0	7	10	7	1	0	0.0	0.0
> CCOC(=O)c1c(-c2ccc(OC)cc2)oc2cc(Br)c(O)cc12
  -7	2	-2	3	-13	-4	0	-0.1	-4.2
> Cc1nc(-c2cn[nH]c2)c2cc(C)oc2n1
  -1	0	2	1	-36	1	0	0.1	1.3
> Cc1cccc(NS(=O)(=O)c2ccc(C(=O)NCCCN3CCOCC3)cc2)c1C
  .	.	.	.	29	.	1	-0.5	0.6
> Cc1ccc2nc(SCC(=O)N3CCCC3)nc(=O)n2c1
  -4	10	9	8	2	2	4	0.1	1.0
> O=C(C1CC1)N1CCN=C1SCc1cccc(C(F)(F)F)c1
  -2	-8	13	8	-5	8	0	-0.2	2.9
> COc1ccc(CCNC(=O)CSc2ccc(-c3cccs3)nn2)cc1
  -8	2	5	8	8	0	3	-0.1	-0.5
> CC(=O)Oc1ccc(S(=O)(=O)c2ccc(OC(C)=O)cc2)cc1
  -1	1	-4	-4	-2	2	2	0.0	.

Continuation:
Values run as follows: PME-1 inh	GLD-1 RNA inh	MCL1 BIM primary	Bcl-xL primary	VLA-4 inh	Fam108B counter	GRK2 aptamer HTS	Efflux pump inh	MEX-5 binding
> Cc1cc(C)c(C)c(S(=O)(=O)NCC(=O)N2CCCC2)c1C
  1	5	-4	-4	1	-3	0	-0.1	-1.2
> Cc1sc(NC(=O)c2ccccc2)c(C(=O)c2ccccc2)c1C
  -3	0	4	6	0	-10	2	0.2	-0.3
> CCN(CC)S(=O)(=O)c1cc(NC(=O)CN2C(=O)NC3(CCCc4ccccc43)C2=O)ccc1C (stereo unspecified)
  0	6	-3	0	6	2	0	0.0	0.7
> O=C(CN1C(=O)S/C(=C\c2ccccc2F)C1=O)NC1CCS(=O)(=O)C1 (stereo unspecified)
  -1	3	6	5	10	-2	1	0.0	0.1
> CSc1ccccc1C(=O)NCCS(=O)(=O)N1CCN(c2ccc(F)cc2)CC1
  2	9	4	7	6	5	3	-0.1	-0.4
> CN1OCC(S(=O)(=O)c2ccccc2)C1c1ccccc1 (stereo unspecified)
  -1	0	-2	2	1	-1	3	0.1	-2.1
> COc1cc(-c2cc(C(=O)Nc3nc4ccccc4s3)c3ccccc3n2)cc(OC)c1OC
  -25	0	1	1	2	-20	0	-0.1	-0.5
> Cc1ccccc1-c1nnn(CC(=O)N2CCN(C(=O)c3ccco3)CC2)n1
  -1	-3	-3	2	-5	3	2	-0.1	3.0
> Cc1c(C(=O)NCc2ccccc2F)oc2ccccc12
  5	10	0	1	2	0	1	0.0	-0.2
> COc1ccc(NC(=O)CCNS(=O)(=O)c2ccc3[nH]c(=O)oc3c2)cc1Cl
  -1	6	11	10	28	5	2	0.0	0.4
> Cc1cccn2c(=O)c(/C=C(\C#N)C(=O)NCc3ccco3)c(N3CCCC(C)C3)nc12 (stereo unspecified)
  12	0	-3	-4	-13	-4	0	0.0	-2.5
> CCCCn1c(N)c(N(CC(C)C)C(=O)C2CC(=O)N(Cc3ccco3)C2)c(=O)[nH]c1=O (stereo unspecified)
  8	7	-19	-1	-9	0	0	0.1	-2.2
> Cc1c(C(=O)NC(C)C)c(-c2ccccc2)nn1-c1ccccc1
  0	2	-3	-1	0	3	0	-0.5	-1.5
> O=C(CNC(=O)c1cccs1)OCc1ccc(Br)cc1
  5	5	2	-2	1	2	0	3.2	2.8
> Nc1ccc2c(c1)C(=O)N(CCCC(=O)O)C2=O
  3	11	8	10	8	-4	2	0.1	-8.5
> CCOc1cc(C)c(C(C)C)cc1S(=O)(=O)N1CCOCC1
  5	4	2	10	17	3	1	0.1	-7.2

This is a subset; rates above refer to the full screens.
